# Assay outcomes deposited in PubChem by several laboratories.
# Runt-SMMHC FRET = inhibitors of RUNX1 Runt–CBFb-SMMHC binding, primary screen, biochemical, FRET, Cerulean-Runt, Venus-CBFb-SMMHC, uHTS; 220,000 tested, 0.74% active; AID 1434, 2008; inhibition, % at 20 µM; Runt-related transcription factor 1 (Homo sapiens) + Core-binding factor subunit beta …; Cerulean-Runt/Venus-CBFb-SMMHC FRET ratio 530/480, 1 h;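 active = mean inhibition across duplicate retests at 20 µM reaching about 50%, limit read from the data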;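 note: 0% = DMSO wells and 100% = wells with excess untagged CBFb-SMMHC; inhibitors lower the FRET ratio by blocking Runt binding to CBFb-SMMHC; some results filed as inactive read as strong as hits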
# Calpain2 inh = inhibitors of pig calpain II, primary screen, biochemical, fluorogenic peptide substrate, 1536-well. purified calpain II, 30 min. inhibition, % at 16 µM. 220,000 tested, 0.37% active. AID 1236, 2008;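 active = inhibition above about 50%, limit read from the data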
# Tb hexokinase = Trypanosoma brucei hexokinase 1 inhibitors, primary screen, biochemical, G6PDH-coupled NADH absorbance, MLSCN library. hexokinase 1 [Trypanosoma brucei]. recombinant TbHK1, G6PDH-coupled NADH A340. inhibition, % at 10 µM. 220,000 tested, 0.11% active. AID 1430, 2008;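 active = inhibition of 50% or more in the single-dose primary screen; inactive = inhibition below 50%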
# p97 inhibitor = inhibitors of human p97 ATPase, primary screen, biochemical. Transitional endoplasmic reticulum ATPase (Homo sapiens), P55072. recombinant p97 ATPase, Kinase-Glo ATP luminescence, 3 h. inhibition, % at 8 µM. 220,000 tested, 0.42% active. AID 1481, 2009; in the data active = inhibition above about 15%;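 note: 0% = DMSO vehicle and 100% = wells lacking enzyme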
# p47phox inh = p47phox/p22phox peptide binding inhibitors, primary screen, biochemical, uHTS, NADPH oxidase regulatory subunit; Neutrophil cytosol factor 1 (Homo sapiens), P14598; fluorescence polarization, 2 h; inhibition, % at 24.7 µM; 220,000 tested, 0.53% active;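 active = inhibition above about 30%, limit read from the data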;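 note: 0% = p47phox with labelled peptide and 100% = labelled peptide alone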
# Target sequence (P14598 whole entry, looked up): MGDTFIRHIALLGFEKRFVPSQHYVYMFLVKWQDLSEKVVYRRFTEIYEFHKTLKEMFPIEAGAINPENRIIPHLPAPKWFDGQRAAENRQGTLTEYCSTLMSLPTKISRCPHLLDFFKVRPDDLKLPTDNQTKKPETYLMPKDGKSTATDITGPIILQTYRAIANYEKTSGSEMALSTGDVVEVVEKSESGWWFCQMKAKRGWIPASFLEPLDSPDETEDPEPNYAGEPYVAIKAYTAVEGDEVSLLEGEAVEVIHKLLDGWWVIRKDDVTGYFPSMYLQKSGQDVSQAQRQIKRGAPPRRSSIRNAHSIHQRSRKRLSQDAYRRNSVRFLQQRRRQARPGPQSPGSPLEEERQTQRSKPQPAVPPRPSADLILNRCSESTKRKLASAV
# Runt-CBFb FRET = inhibitors of RUNX1 Runt–CBFb binding, primary screen, biochemical, FRET, Cerulean-Runt, Venus-CBFb, uHTS | Runt-related transcription factor 1 (Homo sapiens) + Core-binding factor subunit beta … | Cerulean-Runt/Venus-CBFb FRET ratio 530/480, 1 h | inhibition, % at 20 µM | 220,000 tested, 0.46% active;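 active = inhibition over about 50% at 20 µM in the single-dose screen, limit read from the data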;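 note: 0% = DMSO wells and 100% = excess unlabeled CBFb competitor control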
#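 test system = Cerulean-Runt domain fusion protein, energy donor | probe or stimulus = Venus-CBFb binding partner, 100 nM | incubation = two 1 h room-temperature incubations shielded from light | detection = fluorescence energy transfer, 422 nm excitation, 530/480 nm emission | measure = loss of energy transfer signal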
# Furin inh = human furin inhibitors, primary screen, biochemical, fluorescence intensity | purified furin, fluorogenic substrate cleavage | 220,000 tested, 0.061% active | inhibition, % at 30 µM | AID 463115, 2010; in the data active = inhibition above about 25%; note: inactives centre near -15
# RBBP9 inh = human RBBP9 inhibitors, primary screen, biochemical, fluorescence polarization, FP-Rh probe, HTS; 220,000 tested, 0.2% active; inhibition, % at 7.94 µM; AID 1515, 2009; recombinant RBBP9;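 active = inhibition above the campaign mean of all tested compounds plus 3 SD, cut at about 14% in these data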;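 note: plate controls were DMSO wells with RBBP9 for no effect and wells lacking RBBP9 protein for full effect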
# Target sequence (O75884 whole entry, looked up): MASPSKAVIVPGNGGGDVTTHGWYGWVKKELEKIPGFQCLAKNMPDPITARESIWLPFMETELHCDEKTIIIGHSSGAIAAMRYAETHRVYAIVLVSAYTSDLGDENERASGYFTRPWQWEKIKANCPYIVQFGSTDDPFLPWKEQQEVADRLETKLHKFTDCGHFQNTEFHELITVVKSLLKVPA
#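 Measured by – fluorescence polarization · Test system – RBBP9 protein · Input – 2.5 µM RBBP9 dispensing solution, before mixing · Measure – percent inhibition from mP, scaled between DMSO and no-protein wells · Benchmarks – DMSO-treated enzyme wells and wells lacking RBBP9 · Times – preincubation 30 min plus labeling 45 min at 25 °C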
# EBV gp42 block = Epstein-Barr virus gp42 inhibitors, primary screen, biochemical, uHTS, fluorescence polarization; 220,000 tested, 0.42% active; inhibition, % (tested at 21.74 µM); Fluorescence polarization binding assay, mP read-out; Glycoprotein 42 (Epstein-Barr virus (strain AG876)), Q1HVG2; in the data active = inhibition above about 50%
# Target sequence (Q1HVG2 whole entry, looked up): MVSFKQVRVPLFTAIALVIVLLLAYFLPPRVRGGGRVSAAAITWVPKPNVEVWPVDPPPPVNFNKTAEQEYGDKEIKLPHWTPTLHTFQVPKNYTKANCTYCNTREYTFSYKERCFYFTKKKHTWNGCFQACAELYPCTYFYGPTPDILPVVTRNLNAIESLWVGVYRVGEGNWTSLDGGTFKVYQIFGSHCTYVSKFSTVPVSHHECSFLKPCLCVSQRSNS
# Numbers without * were called inactive; i = inactive; · = no result given; [ ] = another dose, or the depositor's remark.
Calpain2 inh	p47phox inh	Tb hexokinase	Furin inh	p97 inhibitor	RBBP9 inh	Runt-SMMHC FRET	EBV gp42 block	Runt-CBFb FRET	Molecule
-15	-10	-29	-5[20 µM]	7	-2	-4	0	3	C(=N\Nc1ccc(-n2ccnc2)nn1)/c1ccccc1
6	-9	-2	-26	-2	-6	0	-5	-1	COC(=O)c1sc(S(=O)(=O)N2CCC(C)CC2)c(C(=O)OC)c1C
-3	-10	-8	-10	-2	-4	3	2	-5	Cc1ccc(C(C)C)c(OCC(O)CN2CC(C)OC(C)C2)c1 (centres undefined)
-20	-7	2	-18	4	-2	-4	-4	0	CC(=O)OCCNC(=O)Cn1cnc2c1c(=O)n(C)c(=O)n2C
-7	-9	-14	-13[20 µM]	5	-3	-5	-21	3	CCOCc1nnc(NC(=O)c2cccs2)s1
-8	-8	5	-14	-3	-3	26	-8	-2	O=C(OC(C(=O)NCc1ccc2c(c1)OCO2)c1ccccc1F)c1ccco1 (centres undefined)
-5	-24	1	-22[20 µM]	-1	-6	8	-21	-2	CCCN1C2CCCC1CC(NC(=S)Nc1cc(C)ccc1C)C2 (centres undefined)
9	-5	0	-11[20 µM]	-3	-3	-4	0	2	C=CCn1c(C(C)NC(=O)CC)nc2ccccc21 (centres undefined)
-27	-3	-1	-19[20 µM]	2	-11	-2	-9	-2	Cn1c(=O)c2c(-c3ccccc3F)c3c(nc2n(C)c1=O)-c1ccccc1C3O (centres undefined)
38	-13	3	-26	2	-10	-2	7	-2	COc1cccc(NC(=O)C(C)Oc2ccccc2)c1 (centres undefined)
28	-3	8	-14	0	-1	13	6	·	Cc1ccc(-n2c(-c3cn(C)nc3C)n[nH]c2=S)cc1
3	-5	2	-33[20 µM]	0	-8	0	-24	-2	CCn1c(CNc2ccc(C)cc2)nnc1SCC(=O)NCc1ccccc1
29	-1	2	-22[20 µM]	-5	-3	-6	4	0	CN1CCN(Cc2nc3c(c(=O)n(C)c(=O)n3C)n2Cc2cccc3ccccc23)CC1
5	-3	-6	-11[20 µM]	1	3	3	-11	0	CCOC(=O)Cc1csc(NS(=O)(=O)Cc2ccccc2)n1
27	-7	7	-21	-1	3	0	-7	3	CCOC1CCCCC1NS(=O)(=O)c1ccc(Cl)cc1 (centres undefined)
15	-7	4	-9	-1	-6	3	-3	2	CCCc1cc(C(=O)Nc2ccccc2SC)no1
8	-7	-11	-12[20 µM]	2	-2	1	-20	-1	Nc1cccc(-c2cn3cc(C(F)(F)F)cc(Cl)c3n2)c1
5	-14	4	-7	-8	-3	3	-17	2	CC1CCc2nc(NC(=O)C3COc4ccccc4O3)sc2C1 (centres undefined)
19	-7	1	-20	-1	-4	-4	-3	-1	Cc1cccc(CSC2=NCCN2C(=O)c2ccc(Br)o2)c1
6	-9	32	-8	3	-7	4	-14	0	CC1CCCCN1C(=S)Nc1ccc2nc3n(c(=O)c2c1)CCCCC3 (centres undefined)
-24	-4	-2	6[20 µM]	4	6	2	-14	2	CCc1nccn1S(=O)(=O)c1ccc(C)c(C)c1
7	-23	8	-27	1	0	-7	-17	-4	O=C(COC(=O)C1CCCN1C(=O)C12CC3CC(CC(C3)C1)C2)c1ccc(Br)cc1 (centres undefined)
-57	-9	-12	-8	-7	-10	-4	-8	-1	CCOc1cc(/C=C(/C#N)c2ccc(F)cc2)ccc1OCc1ccc(C(=O)O)o1
15	-7	-7	-6[20 µM]	-3	-4	6	-12	14	O=C(CSc1nnc(-c2ccc(Cl)cc2)n1Cc1ccco1)NCc1ccc2c(c1)OCO2
-16	-15	-42	1	3	-14	-1	-6	-1	CN(CCO)c1nc(N)c(C#N)c(CC#N)c1C#N
-32	-8	-7	-23	6	0	-2	-5	2	C=CCSC1=C(C#N)C2(CCCCC2)C(C#N)C(=O)N1 (centres undefined)
20	-15	-12	-10[20 µM]	0	-11	-2	-14	-5	COc1ccc(C(=S)Nc2ccccc2)cc1
-12	-1	-3	-16	2	2	-1	-9	-2	CCOc1ccc2nc(NC(=O)CC3Oc4ccccc4NC3=O)sc2c1 (centres undefined)
5	-12	2	-3[20 µM]	4	3	-1	-24	0	COc1cc(C(=O)NCc2nnc(SCC(=O)N3CCC(C)CC3)o2)cc(OC)c1OC
10	13	-4	-15[20 µM]	3	4	6	-13	1	CC1CCC2(CC1)NC(CO)(CO)CO2 (centres undefined)
-297	9	-19	-19	2	-4	7	-13	5	CC1(C)Cc2c(c(N3CCOCC3)nc3sc(C(=O)N4CCCCC4)c(N)c23)CO1
-8	-4	4	-22	-3	-9	-2	0	-3	Cc1ccc(S(=O)(=O)N(CC(O)CN2C(=O)NC(C)(C)C2=O)c2cccc(C)c2)cc1 (centres undefined)
1	-9	0	-30	3	1	0	-4	-2	CCC(=O)Oc1ccc(NC(=O)CSCc2ccccc2)cc1
28	12	-34	-11	2	-4	-2	-16	-4	COc1ccc2c(c1)c(=O)c(C(=O)c1ccc(Cl)cc1)cn2CC(=O)Nc1ccc(F)cc1
6	-8	8	1	-5	-3	-58	-31	-20	COc1ccccc1/C=C/C(=O)c1ccc(NC(C)=O)cc1
-30	-1	2	-12	2	-7	0	-4	0	Cc1nc2cc(C(F)(F)F)ccc2n1C
1	-4	2	-10	-8	-11	-1	-17	-3	CCOc1ccc(CCNC(=O)CN2CCN(Cc3ccccc3C)C2=O)cc1OCC
-71	-6	11	-7[20 µM]	21*	-3	30	-12	51*	O=C(C#Cc1cccc([N+](=O)[O-])c1)c1ccccc1
-8	-6	-2	-14	-7	-6	-1	-19	-4	O=C(Cn1c(CN2CCCCC2)nc2ccccc2c1=O)NCc1ccco1
-21	3	-1	-5	1	-3	-3	4	3	CC1(C)CC(=O)C/C(=N\NC(=S)NCc2ccccc2)C1

# Full records, looked up by structure:
# CCOc1ccc(CCNC(=O)CN2CCN(Cc3ccccc3C)C2=O)cc1OCC across the screens: Calpain2 inh: 1; p47phox inh: -4; Tb hexokinase: 2; Furin inh: -10; p97 inhibitor: -8; RBBP9 inh: -11; Runt-SMMHC FRET: -1; EBV gp42 block: -17; Runt-CBFb FRET: -3
# CC1(C)Cc2c(c(N3CCOCC3)nc3sc(C(=O)N4CCCCC4)c(N)c23)CO1 across the screens: Calpain2 inh: -297; p47phox inh: 9; Tb hexokinase: -19; Furin inh: -19; p97 inhibitor: 2; RBBP9 inh: -4; Runt-SMMHC FRET: 7; EBV gp42 block: -13; Runt-CBFb FRET: 5

# Following part.
Calpain2 inh	p47phox inh	Tb hexokinase	Furin inh	p97 inhibitor	RBBP9 inh	Runt-SMMHC FRET	EBV gp42 block	Runt-CBFb FRET	Molecule
16	1	8	-2	-3	1	1	-9	1	CC(C(=O)NC1CCCC1)N1CCN(Cc2ccccc2)CC1 (centres undefined)
-11	-4	0	-1[20 µM]	1	-8	0	-19	2	O=C(Nn1c(Cc2cccs2)nc2ccccc2c1=O)c1ccc(F)c(F)c1
-280	-34	-16	-23[20 µM]	4	-10	-2	-33	-2	O=C(/C=C/c1cccs1)c1ccc(NC(=O)c2cccc(Br)c2)cc1
26	-14	7	-15	4	-9	-10	-8	-2	Cc1cc(C)n2nc(CC(=O)NC3CCCCCC3)nc2n1
-7	-8	-1	-13	-2	-9	9	-5	16	COc1ccc(C(NC(=O)/C=C/c2ccco2)c2ccc(OC)cc2)cc1
-1	5	3	7	4	3	2	-3	-1	COc1ccc(C2=NN(C(=O)CN3CCOCC3)C(c3nc4ccccc4[nH]3)C2)cc1 (centres undefined)
9	14	-2	-12	3	-8	-3	7	-10	O=C(CSc1nc2nn(-c3ccccc3)c(=O)c-2c2n1CCCCC2)NCCCc1ccccc1
4	-8	-14	1	1	-13	2	-16	0	COc1cc(-c2nc(S(=O)(=O)c3ccc(C)cc3)c(N3CCOCC3)o2)cc(OC)c1OC
6	3	0	-18	1	7	2	3	-1	COc1ccc(NC(=O)COC(=O)c2ccc(S(=O)(=O)N(C)c3ccccc3OC)cc2)c(OC)c1
23	-1	-1	-19[20 µM]	-5	-5	-3	9	0	Cc1cccc(OCCCC(=O)NC(C)c2ccccc2)c1 (centres undefined)
-5	-15	22	-14[20 µM]	2	-3	1	-9	-2	CCCOc1ccc(CC(=O)NNC(=S)Nc2ccccc2)cc1Br
34	-10	-4	8	3	-7	-3	-8	-5	COc1ccc(S(=O)(=O)N2CCC(n3cnc4cc(C(F)(F)F)ccc43)CC2)cc1
18	-43	-4	-15	2	-7	8	-67	6	CC(C)CC1C(C#N)=C(N)SC(N)=C1C#N
5	-1	-19	-6	1	-8	-3	1	-3	CCOC(=O)/C(N=Nc1c(C)n(C)n(-c2ccccc2)c1=O)=C(\C)O
-39	-4	3	-8	4	6	-23	13	2	O=C(Nc1nc(-c2ccccn2)cs1)C1CC(=O)N(c2ccc3c(c2)OCCO3)C1 (centres undefined)
7	-7	-20	-19[20 µM]	-1	-16	-4	10	-3	Oc1ccc(Cl)cc1-c1cc(-c2ccccc2Cl)[nH]n1
-27	-11	-6	-26	·	·	-1	-12	2	NC(=O)CC(NC(=O)Cc1ccc(Br)cc1)c1ccc(N2CCN(c3ccccc3)CC2)c([N+](=O)[O-])c1 (centres undefined)
-20	-25	-3	-23	6	-8	2	-11	0	O=C(CN1CCCCCC1)Nc1ccc(S(=O)(=O)N2CCOCC2)cc1
32	-16	-11	-10	7	6	-3	-14	-1	CC1(C)Cc2cccc(C(=O)Nc3ccncc3)c2O1
-5	-10	-3	0[20 µM]	-10	-2	2	-1	2	CC1CC(C)CN(CC(C)(C)NS(=O)(=O)c2ccc(Cl)cc2)C1 (centres undefined)

# Quoted from the listing.
# Calpain2 inh, `O=C(Nn1c(Cc2cccs2)nc2ccccc2c1=O)c1ccc(F)c(F)c1` is entered as -11
# Calpain2 inh, `O=C(COC(=O)C1CCCN1C(=O)C12CC3CC(CC(C3)C1)C2)c1ccc(Br)cc1` (centres undefined) is entered as 7

# The list goes on.
Calpain2 inh	p47phox inh	Tb hexokinase	Furin inh	p97 inhibitor	RBBP9 inh	Runt-SMMHC FRET	EBV gp42 block	Runt-CBFb FRET	Molecule
-34	-5	-18	-30	1	-8	-8	-8	6	COc1ccc(-n2c(Cc3cccn3C)nnc2SCC(=O)Nc2ccc(C(C)=O)cc2)cc1
31	1	-1	-4	-6	-3	-1	2	-1	CC/C(O)=C1\C(=O)CCCC1=NCCc1c(C)[nH]c2ccc(C)cc12
-5	-10	20	-13	-2	-6	-6	-25	-1	COc1ccc(OC)c(C2N(c3cc(C)on3)C(=O)C3CCCN32)c1 (centres undefined)
i	-1	-36	-29	-4	-7	-3	7	-6	CCC(C)[C@H](NC(=O)OC(C)(C)C)C(=O)N/N=C/c1ccc2cc(OC)ccc2n1 (some centres undefined)
-10	-16	-4	-11[20 µM]	-4	-6	0	-7	1	Cc1ccc(S(=O)(=O)N/N=C/c2cn(C)nc2C)cc1
2	-10	3	-24	2	-6	2	-2	1	Cc1cc(Br)ccc1OCC(=O)NNC(=O)Cc1ccccc1
-23	1	0	-24	1	3	3	-8	1	CCc1noc(C)c1C(=O)N1CCCC(C(=O)c2cc(F)ccc2OC)C1 (centres undefined)
